Shn3 3UTR inh – inhibitors of Schnurri-3 3'UTR reporter in osteoblasts; Clone20 osteoblast Shn3 3'UTR firefly luciferase, 24 h; inhibition, % at 12.5 µM; 360,000 compounds, 0.52% hits;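 active means mean inhibition of at least 75% with every replicate also reaching 75%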;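 further: 0% = median of neutral control wells and 100% = pilot-screen positive control compound; some compounds past the cut are filed as inactive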
NR2E3 ag-1 – agonists of human NR2E3 nuclear receptor | Q9Y5X4 | CHO-S Gal4-NCOR/VP16-NR2E3 two-hybrid, luciferase | inhibition of corepressor binding, % at 3.98 µM | 360,000 compounds, 0.35% hits | AID 602229;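 active means inhibition above the mean of all tested compounds plus 3 SD, cut at about 70% in these data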;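 further: 0% = DMSO with NR2E3 transfected cells and 100% = cells lacking NR2E3 construct; higher means lower luciferase signal from less NR2E3 corepressor binding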
Target sequence (Q9Y5X4 whole entry, looked up, the tested form may be a part): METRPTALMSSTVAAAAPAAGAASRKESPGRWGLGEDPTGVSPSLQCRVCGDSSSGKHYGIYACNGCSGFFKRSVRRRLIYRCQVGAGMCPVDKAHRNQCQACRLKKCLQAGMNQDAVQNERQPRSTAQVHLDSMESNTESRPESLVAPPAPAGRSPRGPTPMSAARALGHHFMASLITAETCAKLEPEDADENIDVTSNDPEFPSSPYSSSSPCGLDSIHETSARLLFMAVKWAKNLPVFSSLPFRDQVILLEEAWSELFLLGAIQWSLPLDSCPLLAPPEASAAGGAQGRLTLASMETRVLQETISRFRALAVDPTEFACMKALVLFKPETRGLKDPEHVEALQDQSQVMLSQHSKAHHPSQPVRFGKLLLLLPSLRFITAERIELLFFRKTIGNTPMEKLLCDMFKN
NR2E3 ag-2 – activates human photoreceptor nuclear receptor NR2E3; inhibition of corepressor binding, % at 4.78 µM; GST-NR2E3/biotin-RetCOR TR-FRET, 1536-well; AID 2300; 320,000 compounds, 0.12% hits;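 active means percent inhibition above the cutoff of mean plus 3 SD of all tested compounds, set per screening campaign, cut at about 20% in these data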;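 further: 0% = DMSO wells and 100% = biotin wells as full block of FRET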
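System: GST-tagged NR2E3 plus biotinylated RetCOR corepressor; Amount: 1.35 nM GST-tagged NR2E3 final; Dosing: single nominal compound dose of 4.8 µM; Schedule: 5 h incubation at 4 °C; Technique: TR-FRET with europium anti-GST and streptavidin-D2, 340 nm excitation; Controls: biotin wells as high control, 0.6% DMSO wells as low control.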
KKLEB tox – reduces viability of KKLEB cystic fibrosis airway cells; KKLEB CF airway cells viability, ATPlite luminescence, overnight; hits give low values; cells stimulated with P. aeruginosa culture filtrate; 360,000 compounds, 0.36% hits; activity change (cytotoxicity), % at 5 µM; AID 602141;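 active means corrected activity change at or below -50% at 5 µM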
iPSC survival up – hiPSC single-cell survival enhancement; ATPlite luminescence; 100% = ROCK inhibitor wells, 0% = DMSO; survival enhancement, % at 20 µM; 360,000 compounds, 0.044% hits; AID 602274; in the data active means survival enhancement above about 18%;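 further: cells exposed to compounds for 16 hours before the ATP read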
Peg3 prom inh – Peg3 promoter activity inhibition; AID 588405; HeLa PEG-Prom luciferase reporter, luminescence, overnight; 360,000 compounds, 1.7% hits; inhibition, % at 20 µM;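 active means inhibition of at least 50% at 20 µM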
CF NFkB inh – cystic fibrosis NF-kB activation inhibition. KKLEB NF-kB-GFP reporter, PAF-induced, GFP fluorescence overnight. inhibition, % at 5 µM. 360,000 compounds, 0.86% hits. AID 588850;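 active means at least 50% inhibition at 5 µM, scaled per plate between neutral and stimulator controls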;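 further: PAF is a Pseudomonas aeruginosa culture filtrate used as stimulus; plate controls were PAF-stimulated DMSO wells for no effect and unstimulated DMSO wells for full effect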
aDG glyco act – increases alpha dystroglycan glycosylation | 360,000 compounds, 0.22% hits | Pro5-aDG cells, alpha-DG glycosylation AlphaScreen (IIH6); 0% Pro5, 100% B10-LARGE cell signal | activation, % at 10 µM;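 active means activation of at least 8% versus controls, or a plate z-score of at least 8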;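 further: Pro5 are CHO cells carrying HIG-tagged alpha-DG that lacks glycosylation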
HIF-2a block – HIF-2a inhibition | 786-0 RCC cells HIF-2a reporter, luciferase luminescence, overnight | AID 624352 | inhibition, % at 18.8 µM | 360,000 compounds, 0.72% hits;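 active means inhibition of the luminescence signal of 40% or more relative to plate controls, in a single-dose primary screen at 18.75 µM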
MITF TRPM1 inh – MITF TRPM1 promoter inhibition in SK-MEL-5 cells; SK-MEL-5 TRPM1 promoter luciferase, 24 h; inhibition, % at 12.5 µM; 330,000 compounds, 0.83% hits;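 active means mean inhibition across replicates of 60% or more, whatever share of single replicates reaches that level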; further: values of inactives mirror those of a sister screen read the other way
TWEAK Fn14 block – TWEAK-Fn14 signaling inhibition | inhibition, % at 10 µM | TWEAK-stimulated Fn14 reporter cells, luciferase luminescence, 8 h | 360,000 compounds, 2% hits; in the data active means inhibition above about 50%
* hit, by the source's call; / = no result given. The list is partial; the hit share may differ from the screen's.

Second line of a record – NR2E3 ag-2	CF NFkB inh	TWEAK Fn14 block	KKLEB tox	HIF-2a block	Peg3 prom inh	MITF TRPM1 inh	Shn3 3UTR inh	iPSC survival up	aDG glyco act	NR2E3 ag-1
[1] CCOc1cccc(=NC2CCCCC2)c2c(C)n(C)c(C)c12
 : -6	-39	11	-4	0	30	/	77	-0.6	-0.2	-14
[2] CN1CCN(c2nc(N)cc(=O)[nH]2)CC1
 : 0	1	17	-4	22	-10	-10	-22	0.3	0.0	-29
[3] Fc1ccc(C2NCCc3[nH]cnc32)cc1 (configuration not stated)
 : -1	-4	-2	2	19	4	6	-2	3.2	-0.1	-2
[4] COc1cc(C2NCc3ccccc3-n3cccc32)ccc1O (configuration not stated)
 : 1	20	-17	-4	10	4	-12	-6	-0.6	0.3	0
[5] CCOc1ccc(C2SCC(=O)Nc3c2c(C)nn3C2CCOC(C)(C)C2)cc1 (configuration not stated)
 : 0	-4	8	-5	12	23	10	19	-1.1	0.0	2
[6] COc1cc2c(c(OC)c1OC)-c1ccc(O)c(=O)cc1[C@@H](NC(C)=O)CC2
 : /	8	11	4	11	17	6	-3	-3.2	0.0	-11
[7] CC(=NCc1cccnc1)c1c(O)n(-c2ccccc2C)c(=O)[nH]c1=O
 : 2	3	-22	5	2	11	-1	10	-0.8	0.1	1
[8] CCOP(=O)(OCC)C(NC(=O)Cc1ccccc1)C(Cl)(Cl)Cl (configuration not stated)
 : -6	5	3	4	6	7	3	9	-0.9	0.0	1
[9] Cc1cccc(CN2CCCC(C(=O)c3cccc(OC(C)C)c3)C2)n1 (configuration not stated)
 : 2	-12	-23	-5	2	3	11	7	-1.7	0.6	15
[10] Cc1ccc(C(C)C)c(OCC(=O)N2CCN(Cc3nc4cc([N+](=O)[O-])ccc4n3C)CC2)c1
 : 2	-9	1	-12	7	-1	7	18	-0.1	-0.2	-21
[11] COC(=O)c1ccc(CC(C(=O)c2ccccc2)N(C)C)cc1 (configuration not stated)
 : 1	-6	-14	2	-175	-167	-59	-32	-0.1	0.0	-51
[12] COC(=O)C1=C(c2c(C)noc2C)C[C@@H]2CC[C@H]1N2C(=O)N1CCCC1
 : -2	-30	9	-8	14	-95	-8	-8	8.4	-0.2	15
[13] CC1(C)CCCN1CCC(C(N)=O)(c1ccccc1)c1ccccc1
 : /	6	20	-2	6	-3	6	-2	-1.4	0.2	5
[14] Cn1c(O)c(C=NCCCNC2CCCCC2)c(=O)n(C)c1=O
 : 0	-4	0	-1	9	3	-4	5	1.5	0.6	-17
[15] CCc1ccc(N2C(=O)NC(=O)/C(=C\c3cccn3CCOc3ccc(C(C)C)cc3)C2=O)cc1
 : -1	-46	30	7	-38	-103	-10	5	-1.7	-0.1	-21
[16] COC(=O)C1=C(c2ccccc2OCc2ccccc2)C[C@@H]2CC[C@H]1N2C(=O)NCCOc1ccccc1Cl
 : 4	36	3	-7	7	-2	9	16	-2.2	0.2	-6
[17] CCOc1c(Cl)cc(CNCCc2c[nH]c3ccccc23)cc1OC
 : 3	18	-13	-8	-1	60*	1	/	-0.8	0.2	-15
[18] N#Cc1ccc(OCC(=O)N2CCN(Cc3ccc4c(c3)OCO4)CC2)cc1
 : 4	-13	4	-4	16	18	10	5	-0.6	0.0	7
[19] Nc1cc(C(=O)Nc2ccccc2F)ccc1N1CC2CC(C1)c1cccc(=O)n1C2 (configuration not stated)
 : /	-42	-2	0	-35	-28	/	0	-0.4	-0.5	4
[20] O=[N+]([O-])c1ccc(N2CCCC(C(F)(F)F)C2)c2ccncc12 (configuration not stated)
 : 5	16	38	-9	27	3	13	77	1.3	0.6	21
[21] CCC1(C(=O)c2ccc(C)cc2)C2c3ccccc3OC(=O)C21C(=O)O (configuration not stated)
 : -2	-34	19	18	9	17	-12	0	-0.7	-0.3	-31
[22] O=C1NC(=O)C(=Cc2ccc(Cl)cc2)C(=O)N1
 : /	/	0	/	7	/	/	/	2.9	-0.3	2
[23] CC1CN(CC(=O)c2ccccc2Cl)CC(C)O1 (configuration not stated)
 : 1	-10	9	4	12	0	-16	-19	-0.6	0.0	-14
[24] C[N+]1(C)CCC(OC(=O)C(c2ccccc2)c2ccccc2)CC1
 : 2	5	-24	13	-10	2	-18	-8	-0.9	-0.2	-15
[25] CN1/C(=C\C=Nc2ccccc2)C(C)(C)c2ccccc21
 : 0	-18	-1	-13	3	1	6	69	-0.5	0.9	-1
[26] C/C(=N\NC(=O)c1ccccc1Cl)c1c(O)n(C2CCCCC2)c(=O)[nH]c1=O
 : 3	12	23	-1	5	19	5	3	-0.4	-0.1	-28
[27] CCOc1ccc(CC2(CCc3ccncc3)C(=O)NC(=O)NC2=O)cc1
 : 0	-16	-13	-2	4	-4	-7	-20	0.1	0.2	23
[28] O=C(CN1CC=C(c2ccccc2)CC1)NC(=O)NCc1ccco1
 : 1	-10	13	0	14	9	4	-4	5.5	0.2	18
[29] Cc1ccc(C2(O)CC(C)N(C)CC2C)cc1 (configuration not stated)
 : 0	5	0	9	7	-14	5	-6	-2.7	0.5	-5
[30] COCCCNP1(=O)OCC(C)([N+](=O)[O-])CO1 (configuration not stated)
 : /	17	4	-8	11	3	-3	6	8.8	0.1	20
[31] CC(C(=O)c1ccc2ccccc2c1)N1CCCCC1 (configuration not stated)
 : -1	16	3	5	-14	-11	3	5	1.2	-0.3	-4
[32] CCCCn1c(=O)c(C(=O)NC(C)c2ccccc2)c(O)c2ccccc21 (configuration not stated)
 : 1	0	-13	-3	35	36	4	-24	0.0	1.6	-19
[33] O=C(O)C(O)(c1ccccc1)C1CCCCC1 (configuration not stated)
 : 4	-11	13	4	12	3	6	-3	-0.5	-0.1	4
[34] Cc1cccc(C)c1OP(N)(=O)OCC(F)(F)F (configuration not stated)
 : -3	-8	9	3	8	-6	-2	5	-1.4	0.0	-18
[35] Clc1ccc(C(Cn2ccnc2)OCc2csc3c(Cl)cccc23)c(Cl)c1 (configuration not stated)
 : -5	50	-10	-18	20	21	7	18	2.1	0.7	-3
[36] COC(=O)C1=Nc2ccccc2/C1=C\c1c(O)n(C)c(=O)n(C)c1=O
 : 1	-12	23	1	29	13	/	6	-0.4	0.0	-2
[37] CC(Cc1ccccc1)NC(=O)Cc1ccc(N(C)C)cc1 (configuration not stated)
 : -3	2	24	-4	17	-1	3	-2	0.7	-0.3	0
[38] CC1(C)CN=C(Nc2nc3ccccc3s2)S1
 : 3	2	-18	-8	-212	-212	-66	-63	-4.0	-0.1	-149
[39] COC(=O)C1=C(c2ccc(F)cc2OCc2ccccc2)C[C@@H]2CC[C@H]1N2C(=O)N1CCC(O)CC1
 : 7	16	-11	0	16	7	1	-13	0.5	0.1	-21
[40] O=C(c1ccc(Cl)cc1)C1CCCN(Cc2ccc3c(c2)OCCO3)C1 (configuration not stated)
 : -1	-7	8	17	15	11	0	16	-1.2	0.0	-9
[41] Cc1ccc(-c2nc3ccc(Cl)cc3n2OC(=O)N(C)C)cc1
 : 5	-10	23	-3	-202	-232	-74	-41	3.4	0.0	-83
[42] Cc1ccc(-c2nn(Cc3ccccc3)cc2C(=O)O)cc1
 : -1	2	1	-8	14	1	0	-36	0.8	0.0	-5
[43] CC(C)C[C@@H]1COc2cccc(N3CCN(C)CC3)c2S(=O)(=O)N1
 : /	/	8	/	-2	/	/	/	-0.1	0.3	-4
[44] CC1=NOC2(C)Nc3ncnn3C(c3ccccc3)C12 (configuration not stated)
 : 4	-5	-9	-4	17	0	-4	3	-1.7	0.0	-10
[45] COc1cc(-n2c(=S)[nH]c3ccccc3c2=O)c(Cl)cc1Cl
 : 2	-15	14	2	10	27	15	12	0.8	0.5	-15

7 structures from above, sorted by length of the SMILES, low to high.
Second line of a record – NR2E3 ag-2	CF NFkB inh	TWEAK Fn14 block	KKLEB tox	HIF-2a block	Peg3 prom inh	MITF TRPM1 inh	Shn3 3UTR inh	iPSC survival up	aDG glyco act	NR2E3 ag-1
[33] O=C(O)C(O)(c1ccccc1)C1CCCCC1 (configuration not stated)
 : 4	-11	13	4	12	3	6	-3	-0.5	-0.1	4
[4] COc1cc(C2NCc3ccccc3-n3cccc32)ccc1O (configuration not stated)
 : 1	20	-17	-4	10	4	-12	-6	-0.6	0.3	0
[30] COCCCNP1(=O)OCC(C)([N+](=O)[O-])CO1 (configuration not stated)
 : /	17	4	-8	11	3	-3	6	8.8	0.1	20
[14] Cn1c(O)c(C=NCCCNC2CCCCC2)c(=O)n(C)c1=O
 : 0	-4	0	-1	9	3	-4	5	1.5	0.6	-17
[19] Nc1cc(C(=O)Nc2ccccc2F)ccc1N1CC2CC(C1)c1cccc(=O)n1C2 (configuration not stated)
 : /	-42	-2	0	-35	-28	/	0	-0.4	-0.5	4
[15] CCc1ccc(N2C(=O)NC(=O)/C(=C\c3cccn3CCOc3ccc(C(C)C)cc3)C2=O)cc1
 : -1	-46	30	7	-38	-103	-10	5	-1.7	-0.1	-21
[10] Cc1ccc(C(C)C)c(OCC(=O)N2CCN(Cc3nc4cc([N+](=O)[O-])ccc4n3C)CC2)c1
 : 2	-9	1	-12	7	-1	7	18	-0.1	-0.2	-21
